# LMP1 NFkB inh = inhibitors of Epstein-Barr LMP1-induced NF-kappaB reporter. 350,000 compounds, 0.69% hits. AID 504558. inhibition, % at 12.5 µM. LMP1-induced NF-kappaB luciferase reporter cells, luminescence; in the data active = inhibition above about 41%; inconclusive = no clear call, values can overlap the other calls;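 also: 0% = neutral control wells and 100% = reference inhibitor control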
# SRC3 inh = inhibitors of human steroid receptor coactivator 3 (SRC3) | Q9Y6Q9 | HEK293 GAL4-SRC3 luciferase reporter, luminescence | inhibition, % at 3.6 µM | 360,000 compounds, 0.17% hits | AID 588352;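 active = inhibition above a per-campaign cutoff, the mean of all compounds plus 3 SD, cut at about 60% in these data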;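 also: 0% = DMSO-treated cells and 100% = gossypol-treated cells at 36 µM; higher means less SRC3-driven luciferase light from the GAL4 reporter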
# NOD2-RIPK2 inh = blocks binding of human NOD2 to RIPK2; O43353; CHO BLA complementation NOD2-RIPK2, CCF4 ratio; inhibition, % at 4.98 µM; 360,000 compounds, 0.38% hits; AID 624267; in the data active = inhibition above about 21%;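 also: 0% = vehicle only and 100% = reference blocker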
# Target sequence (O43353 whole entry, looked up): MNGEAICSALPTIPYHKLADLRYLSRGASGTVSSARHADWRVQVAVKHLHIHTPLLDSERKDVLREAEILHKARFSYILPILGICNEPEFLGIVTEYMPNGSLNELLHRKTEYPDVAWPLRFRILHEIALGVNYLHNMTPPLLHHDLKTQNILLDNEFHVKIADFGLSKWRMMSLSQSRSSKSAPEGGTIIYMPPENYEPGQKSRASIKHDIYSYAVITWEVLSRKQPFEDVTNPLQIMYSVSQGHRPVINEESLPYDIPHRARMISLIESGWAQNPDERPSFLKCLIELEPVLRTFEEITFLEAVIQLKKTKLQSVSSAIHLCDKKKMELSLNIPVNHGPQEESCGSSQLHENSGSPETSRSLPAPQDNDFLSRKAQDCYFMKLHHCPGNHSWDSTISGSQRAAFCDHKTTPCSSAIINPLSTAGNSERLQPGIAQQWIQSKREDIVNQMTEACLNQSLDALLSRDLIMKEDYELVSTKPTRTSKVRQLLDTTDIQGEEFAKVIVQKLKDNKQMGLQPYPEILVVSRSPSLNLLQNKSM
# SRC2 inh = inhibits human steroid receptor coactivator 2 | Q15596 | AID 651957 | 370,000 compounds, 0.17% hits | inhibition, % at 9 µM | HEK293 GAL4-SRC2 luciferase reporter, luminescence;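 active = inhibition above the mean inhibition of all tested compounds plus 3 SD, set per campaign, cut at about 52% in these data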;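 also: 0% = DMSO treated cells and 100% = cells given Gossypol at 36 µM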
# Vif inh = blocks HIV Vif function. HEK293T cells, Vif self-association by quenched fluorescence, imaging, 24 h. 340,000 compounds, 0.35% hits. AID 602346. inhibition, % at 7.49 µM; in the data active = inhibition above about 50%, passing the limit was not always enough; inconclusive = no clear call, values can overlap the other calls; inactive = below about 31%; also: some results filed as inactive read as strong as hits
# NR5A2 inv ag = NR5A2 inverse agonism in reporter assay; HEK293T StAR-luciferase reporter, LRH-1 transfected, 24 h; inhibition, % at 3.6 µM; 360,000 compounds, 0.13% hits;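 active = inhibition above the mean inhibition of all tested compounds plus 3 SD, cut at about 73% in these data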;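 also: 0% = DMSO wells and 100% = reporter-only cells lacking LRH-1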
# Target sequence (O00482 whole entry, looked up): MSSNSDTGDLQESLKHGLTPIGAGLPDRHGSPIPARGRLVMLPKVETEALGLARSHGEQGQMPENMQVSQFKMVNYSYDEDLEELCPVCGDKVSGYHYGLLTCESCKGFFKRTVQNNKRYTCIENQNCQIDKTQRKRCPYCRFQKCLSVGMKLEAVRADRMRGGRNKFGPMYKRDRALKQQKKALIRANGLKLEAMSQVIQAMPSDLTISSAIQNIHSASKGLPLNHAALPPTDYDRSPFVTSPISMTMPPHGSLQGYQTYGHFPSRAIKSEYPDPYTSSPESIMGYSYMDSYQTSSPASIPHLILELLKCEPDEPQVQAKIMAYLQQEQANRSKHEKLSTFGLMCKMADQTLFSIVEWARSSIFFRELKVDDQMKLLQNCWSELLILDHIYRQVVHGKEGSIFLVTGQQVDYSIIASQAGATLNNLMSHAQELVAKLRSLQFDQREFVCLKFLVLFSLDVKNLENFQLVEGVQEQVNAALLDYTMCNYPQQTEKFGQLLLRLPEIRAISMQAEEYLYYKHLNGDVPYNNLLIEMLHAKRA
# TRAIL sens C8 = caspase-8 TRAIL sensitization | inhibition (viability loss, TRAIL sensitization), % at 10 µM | 360,000 compounds, 1% hits | NB7+C8 cells + TRAIL, ATPlite viability luminescence | AID 624354;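 active = compounds causing at least 50% loss of cell viability in the single-dose screen, relative to plate controls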
# COUP-TFII inh = inhibitors of human COUP-TFII (NR2F2); P24468; HEK293T NGFI-A luciferase reporter, luminescence; inhibition, % at 8.6 µM; AID 686940; 370,000 compounds, 0.7% hits;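 active = inhibition above a per-plate cutoff, mean inhibition of test wells between control levels plus 3 SD, cut at about 38% in these data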;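 also: cells cotransfected with COUP-TFII expression vector driving the NGFI-A reporter; 0% = median of COUP-TF2 test wells and 100% = reporter-only cells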
# NCOA1 inh = human NCOA1 inhibition; AID 588354; HEK293 GAL4-SRC1 luciferase reporter, luminescence; inhibition, % at 3.6 µM; 360,000 compounds, 0.12% hits; Q15788;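 active = inhibition above the campaign mean plus 3 SD, with each screening campaign given its own cutoff, cut at about 60% in these data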;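 also: 0% = DMSO treated cells and 100% = gossypol at 36 µM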
# TLR9-MyD88 inh = blocks human TLR9 binding to MyD88 | CHO BLA complementation TLR9-MyD88, CCF4 FRET ratio | AID 504734 | inhibition, % at 4.98 µM | 340,000 compounds, 0.21% hits;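 active = inhibition above the mean over all tested compounds plus 3 SD, cut at about 21% in these data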;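 also: 0% = DMSO only wells and 100% = clavulanate BLA inhibitor control wells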
# TROY NFkB inh = inhibitors of TROY-dependent NF-kB signaling; Q293 LMP1-TROYcd NF-kB luciferase reporter, 4 h; inhibition, % at 10 µM; 360,000 compounds, 0.98% hits; AID 1347056;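 active = compounds whose plate-normalised and pattern-corrected inhibition of the luciferase reporter signal at the single screening dose is 50% or more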
# * marks the source's active call; other numbers are inactive results; u = inconclusive; x = no result given. These rows are one share of the data. The share of hits here may be higher or lower than overall.
# Each structure is followed by: LMP1 NFkB inh	SRC3 inh	NOD2-RIPK2 inh	SRC2 inh	Vif inh	NR5A2 inv ag	TRAIL sens C8	COUP-TFII inh	NCOA1 inh	TLR9-MyD88 inh	TROY NFkB inh
> CCCCn1c(N)c(N(CCOC)C(=O)CCS(=O)(=O)c2ccc(Cl)cc2)c(=O)[nH]c1=O
  3	9	2	-35	22	12	-7	6	-4	3	-49
> O=C(N/C(=N\O)c1ccccc1)Nc1ccc(Cl)cc1
  5	-18	4	-63	-4	-37	30	-20	-16	9	-60
> COc1ccc(CC(=O)Oc2ccc(C)cc2Br)cc1S(=O)(=O)N1CCOCC1
  0	3	2	-5	10	-13	-18	7	3	-4	-13
> C=CCNc1nc(-c2sc(NC(=O)C(C)(C)C)nc2C)c(-n2cc(-c3ccccc3)nn2)s1
  x	x	-5	23	x	26	37	38*	x	x	16
> COc1ccc(C(O)c2nc(-c3ccc(F)cc3OC)cs2)cc1 (stereo unspecified)
  x	-1	-1	-12	-1	8	5	-12	-2	x	-3
> CCCCn1c(N)c(N(CCOC)C(=O)c2ccc3c(c2)C(=O)N(c2ccccc2C)C3=O)c(=O)[nH]c1=O
  9	1	-3	-5	-5	-7	-15	-14	4	0	7
> C=CCc1c(O)c(CC)cc2c(C)cc(=O)oc12
  5	4	-8	-11	-2	10	8	-4	-18	-13	2
> O=C(CN1CCCCCC1)Nc1ccc(S(=O)(=O)N2CCOCC2)cc1
  -1	17	-17	1	-6	-6	-7	10	5	3	3
> O=C(CNC(=O)c1nc[nH]c1C(=O)N1CCc2ccccc2C1)OCc1ccccc1
  6	3	-2	-21	-5	15	-14	-14	-11	-3	4
> Cc1cc(-n2c(C)cc(C(=O)CN3C(=O)NC4(CCCCC4C)C3=O)c2C)no1 (stereo unspecified)
  1	2	1	3	3	9	-19	-6	5	-2	-2

# Later entries:
# Each structure is followed by: LMP1 NFkB inh	SRC3 inh	NOD2-RIPK2 inh	SRC2 inh	Vif inh	NR5A2 inv ag	TRAIL sens C8	COUP-TFII inh	NCOA1 inh	TLR9-MyD88 inh	TROY NFkB inh
> Cc1ccc(COc2ccc(Br)cc2/C=N/O)cc1
  -60	-56	7	-64	2	-183	7	-41	-69	12	17
> CCCN1C(=O)/C(=C/c2ccc(C)s2)NC1=S
  2	15	6	-20	x	-6	12	12	3	-1	-37
> Cc1cccc(-n2nnnc2SCn2nnc3ccccc3c2=O)c1
  -12	-35	-9	-5	-2	-11	-5	-4	-15	4	-2
> Cc1c(S(=O)(=O)Nc2ccc3c(c2)OCCO3)cnn1C
  -8	13	-3	-36	-3	4	-3	14	-23	3	0
> CCOC(=O)c1c(C)n(-c2ccc(OC)cc2)c2ccc(O)c(CN(C)C)c12
  -4	21	6	20	-8	1	5	9	6	-11	-12
> Cc1ccc(OCC(=O)Nc2ccc3c(c2)C(=O)N(CCC(=O)O)C3=O)cc1
  -1	-4	4	3	-5	-15	19	6	-19	3	-4
> COc1cc2c(c(OC)c1)C(c1cccc(OC)c1OC)CC(=O)N2 (stereo unspecified)
  -3	28	-6	-28	-8	2	-3	6	13	6	-20
> CCOC(=O)C(=O)C1=CN(Cc2ccccc2)C=C(C#N)C1
  -5	-1	6	3	1	-13	8	-10	-32	-3	-6
> COc1ccc(CCc2nnc(CCC(=O)NCc3cnn(-c4ccccc4C)c3)o2)cc1
  -2	0	6	-13	-5	2	3	1	10	9	-31
> C=CCN1C(=O)CSc2ccc(C(=O)NC3CCCCC3)cc21
  -3	6	0	14	-1	-9	3	13	-13	2	9

# The listing continues:
# Each structure is followed by: LMP1 NFkB inh	SRC3 inh	NOD2-RIPK2 inh	SRC2 inh	Vif inh	NR5A2 inv ag	TRAIL sens C8	COUP-TFII inh	NCOA1 inh	TLR9-MyD88 inh	TROY NFkB inh
> COc1ccccc1/C=N/NS(=O)(=O)c1ccccc1
  -5	7	-10	-9	1	-9	-4	-28	-13	-7	13
> CC(C)(C)c1ccc(S(=O)(=O)N2CCN(CCC#N)CC2)cc1
  -14	-4	-16	-16	-3	13	3	-8	7	-11	0
> CCC1([N+](=O)[O-])COC(c2ccc(C)cc2)OC1 (stereo unspecified)
  -3	-7	-3	-36	48	-20	-11	-7	9	-1	10
> CCOc1ccc(Cl)cc1/C=C1/C(=O)ON=C1C
  -3	-1	0	11	6	10	-17	17	7	0	0
> CCN(CC)CCNC(=O)c1cn(CC)c2ccc(S(=O)(=O)N(C)C3CCCCC3)cc2c1=O
  -7	9	-3	6	-3	-8	-4	11	12	-6	-16
> CCOC(=O)c1c(C)oc2c1c(C=NCc1ccccn1)c(O)c1ccccc12
  2	11	-4	-8	-14	-10	16	6	-7	-18	33
> O=C(Cc1cccs1)NC(Cc1c[nH]c2ccccc12)C(=O)O (stereo unspecified)
  0	-29	5	10	1	10	-12	8	2	-6	9
> COCCN(CCNC(=O)c1ccc(NC2=NC3CS(=O)(=O)CC3S2)cc1)Cc1ccco1 (stereo unspecified)
  2	-2	-6	6	1	12	4	-11	-6	9	-77
> COc1ccc(S(=O)(=O)N2CCOCC2)cc1NC(=O)CC(C)c1ccccc1 (stereo unspecified)
  -3	2	-3	13	11	-1	-7	-23	-4	-5	-12
> O=C(Nc1ccnn1C1CCN(C(=O)Cc2cccc(Cl)c2)CC1)C1CC1
  4	20	-3	-15	-2	13	-5	-5	-7	13	-20

# 7 compounds out of the list, ordered by SMILES length, high to low.
# Each structure is followed by: LMP1 NFkB inh	SRC3 inh	NOD2-RIPK2 inh	SRC2 inh	Vif inh	NR5A2 inv ag	TRAIL sens C8	COUP-TFII inh	NCOA1 inh	TLR9-MyD88 inh	TROY NFkB inh
> CCN(CC)CCNC(=O)c1cn(CC)c2ccc(S(=O)(=O)N(C)C3CCCCC3)cc2c1=O
  -7	9	-3	6	-3	-8	-4	11	12	-6	-16
> COc1ccc(S(=O)(=O)N2CCOCC2)cc1NC(=O)CC(C)c1ccccc1 (stereo unspecified)
  -3	2	-3	13	11	-1	-7	-23	-4	-5	-12
> CCOC(=O)c1c(C)oc2c1c(C=NCc1ccccn1)c(O)c1ccccc12
  2	11	-4	-8	-14	-10	16	6	-7	-18	33
> O=C(Nc1ccnn1C1CCN(C(=O)Cc2cccc(Cl)c2)CC1)C1CC1
  4	20	-3	-15	-2	13	-5	-5	-7	13	-20
> O=C(Cc1cccs1)NC(Cc1c[nH]c2ccccc12)C(=O)O (stereo unspecified)
  0	-29	5	10	1	10	-12	8	2	-6	9
> CCC1([N+](=O)[O-])COC(c2ccc(C)cc2)OC1 (stereo unspecified)
  -3	-7	-3	-36	48	-20	-11	-7	9	-1	10
> COc1ccccc1/C=N/NS(=O)(=O)c1ccccc1
  -5	7	-10	-9	1	-9	-4	-28	-13	-7	13

# (further entries)
# Each structure is followed by: LMP1 NFkB inh	SRC3 inh	NOD2-RIPK2 inh	SRC2 inh	Vif inh	NR5A2 inv ag	TRAIL sens C8	COUP-TFII inh	NCOA1 inh	TLR9-MyD88 inh	TROY NFkB inh
> O=C(N/N=C/c1ccco1)c1cc(C2CC2)[nH]n1
  -4	-31	-6	-52	u	-37	15	0	-76	7	-25
> CSc1cccc(N2C(=O)C3CCCN3C2=S)c1 (stereo unspecified)
  1	2	-14	-27	-2	12	8	1	1	4	-16
> CCOc1ccc(NC(=O)CSc2nnc(-c3ccco3)n2C)cc1
  4	-4	-1	4	-1	31	8	10	8	0	-2
> COCCCNC(=O)/C(C#N)=C/c1c(N2CCN(c3ccccc3)CC2)nc2ccccn2c1=O
  -2	-59	-6	-59	-10	-45	-2	-11	-29	-5	-40
> CCOC(=O)C1CCCN(C(=O)CNC(=O)c2nn(-c3ccc(OC)c(Cl)c3)c(=O)c3ccccc23)C1 (stereo unspecified)
  -1	-5	5	-11	-3	1	10	-5	-12	-10	15
> COCCSc1nc2c(c(=O)[nH]c(=O)n2C)n1Cc1cccc(C)c1
  11	-7	0	-23	13	-2	-6	-5	-3	-2	-7
> COc1ccc2nc(NC(=O)Nc3cccc4ccccc34)sc2c1
  -35	-23	-2	-8	5	3	-8	4	-236	-8	30
> Cn1c(CC(=O)NNC(=O)c2ccccc2[N+](=O)[O-])nc2ccccc21
  -1	-20	2	10	1	-10	-8	-6	2	1	5
> O=C(COC(=O)c1cccnc1Cl)Nc1cc(S(=O)(=O)N2CCOCC2)ccc1Cl
  -1	15	2	-33	-3	-12	-14	3	1	1	-5
> COc1ccccc1C(=O)NC(CCSC)C(=O)NCCCn1nc(C)cc1C (stereo unspecified)
  -3	-1	-5	-16	-12	-5	5	13	-8	-1	6

# Later entries
# Each structure is followed by: LMP1 NFkB inh	SRC3 inh	NOD2-RIPK2 inh	SRC2 inh	Vif inh	NR5A2 inv ag	TRAIL sens C8	COUP-TFII inh	NCOA1 inh	TLR9-MyD88 inh	TROY NFkB inh
> Cc1ccc(CN2CCC(CNC(=O)c3ccc(NC(=O)C4=CSCCO4)cc3)CC2)cc1
  3	3	9	3	-8	-21	-4	14	-10	-2	-16
> CC(OC(=O)c1cc2ccccc2o1)C(=O)Nc1ccc(N2CCOCC2)cc1 (stereo unspecified)
  -6	3	-6	11	13	-24	-5	-22	-26	-9	3
> COCc1c(C(=O)NC(C)c2ccc(S(N)(=O)=O)cc2)oc2ccccc12 (stereo unspecified)
  -3	-9	-4	-26	-6	4	-9	11	-33	-2	-7
> CC(c1ccccc1)N1CNc2c(c(=O)n(C)c(=O)n2C)C1 (stereo unspecified)
  4	-2	7	-4	-1	-31	-4	4	-25	-3	-10
> Cc1ccc(NC(=O)Cc2n[nH]c(=S)n2C)cc1
  7	13	-5	-15	-5	0	0	3	8	2	4
> COCC1CCN(C(=O)C2CCC(=O)N(C3CCCCCC3)C2)CC1 (stereo unspecified)
  1	8	-2	5	0	-13	-15	10	10	-5	-17
> COc1ccc(/C=C/C(=O)OCC(=O)NCc2ccccc2)cc1OC
  -12	8	7	-28	49	20	26	-14	6	0	10
> Cc1cccc(C=Nc2ccccc2C(N)=O)c1
  1	-83	5	-31	0	-66	50	-22	-62	-2	-11
> COc1ccc(Cc2n[nH]c(=O)c3ccccc23)cc1OC
  2	0	0	15	-1	9	25	-25	3	-5	-18
> CN(Cc1ccccc1)S(=O)(=O)c1ccc2[nH]c(=O)ccc2c1
  -3	-10	-5	-13	-2	12	1	-4	-4	-4	20
> C=CCc1ccccc1OCC(O)CN1CCN(c2ccccc2F)CC1 (stereo unspecified)
  -1	-18	0	-21	1	-1	24	-17	-12	-7	-24
> CCCS/C(N)=N/N=C/c1cc(C)ccc1O
  -44	-96	-5	-51	5	-106	25	-36	-101	0	-49

# Quoted from the listing:
# COCc1c(C(=O)NC(C)c2ccc(S(N)(=O)=O)cc2)oc2ccccc12 (stereo unspecified) | NOD2-RIPK2 inh = -4
# COCC1CCN(C(=O)C2CCC(=O)N(C3CCCCCC3)C2)CC1 (stereo unspecified) | TRAIL sens C8 = -15
